KCNK3 inh: human KCNK3 channel inhibition, primary screen; O14649; CHO-KCNK3 thallium flux, FluxOR fluorescence; stronger effect = lower value; B-score at 10 µM; 0.84% of 340,000 active; AID 602410;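 active means B-score under library mean minus 4 SD, starting fluorescence ratio at most library mean plus 5 SD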;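 further: more negative B-score means stronger inhibition of thallium flux through KCNK3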
Target sequence (O14649 whole entry, looked up): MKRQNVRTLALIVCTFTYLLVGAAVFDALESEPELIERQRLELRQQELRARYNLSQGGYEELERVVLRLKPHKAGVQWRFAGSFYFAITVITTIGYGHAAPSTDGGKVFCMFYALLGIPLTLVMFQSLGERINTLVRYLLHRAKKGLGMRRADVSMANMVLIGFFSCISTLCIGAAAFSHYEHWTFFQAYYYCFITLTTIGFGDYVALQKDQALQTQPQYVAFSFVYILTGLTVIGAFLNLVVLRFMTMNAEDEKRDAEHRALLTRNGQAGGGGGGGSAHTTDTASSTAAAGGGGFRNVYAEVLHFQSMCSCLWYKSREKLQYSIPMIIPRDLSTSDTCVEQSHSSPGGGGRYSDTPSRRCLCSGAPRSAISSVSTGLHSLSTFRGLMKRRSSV
DYRK1A inh: Dyrk1A (rat) kinase inhibition. ADP-Glo luminescence, NFATc1 peptide. inhibition, % at 12.5 µM. 0.43% of 310,000 active. Q63470. AID 504441; in the data active means inhibition above about 50%;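 further: plate controls were vehicle with enzyme for no effect and no enzyme for full effect; many of its hits are not listed in these tables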
* marks the source's active call; other numbers are inactive results; i = inactive. This is a subset; rates above refer to the full screens.

SMILES	KCNK3 inh	DYRK1A inh
CC(C)(C)OC(=O)C[C@H]1C/C=C\C[C@@H](CC(=O)NCCO)C(=O)N[C@H](Cc2ccccc2)COC1=O	i	-4
COc1ccc2[nH]c3c(c2c1)CCN1C(=O)C(CC(=O)NCCN2CCOCC2)C[C@H](C(=O)N2CCCCC2)[C@@]31CCc1ccccc1 (stereo not given in full)	i	-12
C=CCC[C@@H](Cc1ccc(F)cc1)C(=O)OC[C@@H](Cc1c[nH]c2ccccc12)NC(=O)[C@@H](CC=C)CC(=O)NCCO	i	-3
CCN1C(=O)[C@H]2[C@H]3CN=C(SCc4ccc(C)cc4)N3[C@@](CC)(C(=O)OC)[C@H]2C1=O	i	0
Cc1ccc(NC(=O)c2ncn(CCCN(C)CCc3ccccn3)n2)cc1C	i	6
CN(Cc1ccccc1)C(=O)c1cccc(NC(=O)Cc2ccc(NC(=O)C3CCCN(C(=O)C4CCCCC4)C3)cc2)c1 (stereo not given)	i	-3
COc1ccc(C2CC(=O)Oc3ccc(OC)cc32)cc1 (stereo not given)	i	6
CCN(C[C@H]1N[C@@](C)(C(=O)OC)[C@H]2C(=O)N(Cc3ccccc3)C(=O)[C@@H]12)C(=O)c1ccc(F)cc1	i	-5
CC(C)N(C(=O)[C@H]1C[C@H](CC(=O)NCCCn2ccnc2)C(=O)N2CCc3c([nH]c4cc(-c5ccco5)ccc34)[C@]12C)C(C)C	i	-9
O=C1NCCOC(=O)[C@H](Cc2ccc(F)cc2)C/C=C\C[C@H]1CC(=O)N(CCO)Cc1ccccc1	i	-3
CC[C@]12c3[nH]c4cc(-c5ccco5)ccc4c3CCN1C(=O)[C@@H](CC(=O)NCCCOC)C[C@@H]2C(=O)N1CCN(C(=O)c2ccco2)CC1	i	-4
CCN(C(=O)CSc1nnc(-c2ccccc2Cl)n1N)c1c(N)n(Cc2ccccc2)c(=O)[nH]c1=O	i	-2
COc1ccc2[nH]c3c(c2c1)CCN1C(=O)C(CC(=O)NCCCn2ccnc2)C[C@H](C(=O)N2CCCCC2)[C@@]31CCc1ccccc1 (stereo not given in full)	i	-3
CC(C)C[C@@H](CNCC(=O)[C@H](CC(C)C)NC(=O)c1[nH]cnc1C(=O)N[C@H](CN)CC(C)C)NC(=O)c1nc[nH]c1C(=O)N[C@@H](Cc1ccccc1)C(=O)O	i	-3
COC(=O)[C@]1(Cc2ccccc2)N[C@H](CN(C)C(=O)Nc2ccc(OC)cc2)[C@@H]2C(=O)N(C)C(=O)[C@@H]21	i	-2
COc1cc(OC)c2c(-c3cccc(-c4ccc(CO)cc4)c3)cc(=O)oc2c1	i	-2
CCN(Cc1ccccc1)S(=O)(=O)c1ccccc1Br	i	0
CC(C)C[C@@H](CNCC(=O)[C@H](Cc1c[nH]c2ccccc12)NC(=O)c1[nH]cnc1C(=O)N[C@@H](C)CN)NC(=O)c1nc[nH]c1C(=O)N[C@@H](C)C(=O)O	i	-20
O=C(Cc1cccc(NC(=O)C2CCCN(C(=O)C3CCC3)C2)c1)Nc1cccc(C(=O)N2CCCCC2)c1 (stereo not given)	i	-2
COc1cccc(CC(=O)Nc2ccc(F)c(S(=O)(=O)N3CCOCC3)c2)c1	i	1
CCN1Cc2c(cc(OC)c(OC)c2OC)-c2ccccc2S1(=O)=O	i	2
O=C1OCCN1C(=O)[C@H]1[C@H](c2ccc(F)cc2)C(c2cccc(Cl)c2)=NN1c1ccccc1	i	-4
CC[C@]12c3[nH]c4cc(CCC(=O)N(C)C)ccc4c3CCN1C(=O)[C@@H](CC(=O)NCCCn1ccnc1)C[C@@H]2C(=O)N1CCN(C(=O)c2ccco2)CC1	i	-2
CCCCN1C=C(C(=O)c2ccccc2)C(=O)CC1	i	2
COC(=O)[C@H](CC(C)C)NC(=O)Cn1cnc2c(NCc3ccccc3)ncnc21	i	-2
O=[N+]([O-])c1cccc(COc2cccc(CN3CCCCC3)c2)c1	i	3
CCCCN1CCS(=O)(=O)N(Cc2ccccc2Br)CC(C(=O)OC)C1 (stereo not given)	i	-1
CSc1ccc(/C=C/C(=O)OCC(=O)N2CCN(c3ccccc3)CC2)cc1	i	-6
Cc1noc(C)c1S(=O)(=O)Nc1ccc2c(c1)C(=O)N([C@H](C)CO)C[C@H](C)[C@@H](CN(C)C(=O)Nc1ccccc1)O2	i	-1
COc1ccc(/C=C/c2c(-c3ccc(OC)cc3)sc3cc(OC)c(OC)cc23)cc1	i	-2
CC(C)C[C@@H](CN)NC(=O)c1nc[nH]c1C(=O)N[C@@H](CC(C)C)C(=O)CNC[C@H](C)NC(=O)c1nc[nH]c1C(=O)N[C@@H](CC(=O)O)C(=O)O	i	-1
Cc1cccc(C)c1-c1ccc(CN2C(CC(C)C)C(=O)N(Cc3cn(CCO)nn3)CCS2(=O)=O)cc1 (stereo not given)	i	12
CN(CCc1ccccc1)C(=O)c1cccc(NC(=O)Cc2cccc(NC(=O)C3CCN(C(=O)C4CCCC4)CC3)c2)c1	i	-3
CN(C(=O)c1cccc(NC(=O)Cc2ccc(NC(=O)C3CCN(C(=O)C4CCC4)CC3)cc2)c1)C1CC1	i	-1
CCN(CC)C(=O)[C@H]1CC(CC(=O)NC(C)(C)C)C(=O)N2CCc3c([nH]c4ccc(OC)cc34)[C@]12C (stereo not given in full)	i	5
Cc1cn(CC(=O)NCC(c2ccccc2)c2ccccc2)c(=O)[nH]c1=O	i	2
CCCCN1CC(COC)Oc2cccc(F)c2S1(=O)=O (stereo not given)	i	-7
CN1C(=O)C2(CCCCC2)C1c1ccccc1 (stereo not given)	i	2
CC(=O)C[C@H](O)CC(=O)[C@H]1OC(=O)[C@@H](C)C/C=C\Cc2ccccc21	i	8
CC[C@]12c3[nH]c4ccc(OC)cc4c3CCN1C(=O)C(CC(=O)NCCN1CCOCC1)C[C@@H]2C(=O)N1CCN(C(=O)c2ccco2)CC1 (stereo not given in full)	i	0
CCN1C(=O)[C@H]2[C@H]3CN=C(SCc4ccc(C#N)cc4)N3[C@@](Cc3ccccc3)(C(=O)OC)[C@H]2C1=O	i	-3
O=C(Cc1cccc(NC(=O)C2CCCN(C(=O)C3CCC3)C2)c1)Nc1cccc(C(=O)N2CCOCC2)c1 (stereo not given)	i	-1
CC[C@]12c3[nH]c4cc(-c5ccco5)ccc4c3CCN1C(=O)[C@@H](CC(=O)NCCCN(C)C)C[C@@H]2C(=O)N1CCN(C(=O)C2CC2)CC1	i	1
COC(=O)[C@@]1(Cc2ccccc2)[C@H]2C(=O)N(C)C(=O)[C@H]2[C@H]2CN=C(SCc3ccc(Cl)cc3)N21	i	-3
CCCCOc1ccccc1-c1ccccc1CN1[C@@H](C(C)C)COCCS1(=O)=O	i	10
CCN1C(=O)[C@H]2[C@H]3CN=C(SCC4CC4)N3[C@@](CC)(C(=O)OC)[C@H]2C1=O	i	7
CC(C)=CCC/C(C)=C/CNC(=O)C[C@H]1C[C@H](C(=O)N(C(C)C)C(C)C)[C@@]2(C)c3[nH]c4cc(CCC(=O)N(C)C)ccc4c3CCN2C1=O	i	2
CN(C(=O)c1ccc(NC(=O)Cc2ccc(NC(=O)C3CCN(C(=O)C4CC4)CC3)cc2)cc1)C1CCCC1	i	5
O=C1N[C@@H](c2ccccc2)COC(=O)[C@@H](Cc2ccc(F)cc2)CC/C=C/C[C@@H]1CC(=O)N(CCO)Cc1ccccc1	i	-2
O=S(=O)(CCNC1CC1)NC1CCCCC1	i	-5
CC(C)(O)C#Cc1ccc(CNC[C@H]2O[C@@H](n3cnc(C(N)=O)n3)[C@H](O)[C@@H]2O)s1	i	0
Cc1ccc(S(=O)(=O)N2[C@@H](c3ccc(Br)cc3)C(C(=O)O)=CC[C@H]2c2ccc(Cl)c(Cl)c2)cc1	i	1
Cc1ccc(NC(=O)c2ncn(CCCNCC3CCCO3)n2)cc1C (stereo not given)	i	-17
COC(=O)c1cc2c([nH]c1=O)CCCC2=O	i	-2
COc1cc(NC(=O)COC(=O)C2CC(O)CN2S(=O)(=O)c2ccc(Cl)cc2)c(C)cc1[N+](=O)[O-] (stereo not given)	i	-9
COc1cccc(C(=O)c2c(-c3ccccc3)ncc3cc(OC)c(OC)cc23)c1	i	3
CCCn1c(N)c(N(CCOC)C(=O)CSc2cc(C)c3ccccc3n2)c(=O)[nH]c1=O	i	-5
CC[C@@]1(C(=O)OC)N[C@H](CN(C)C(C)=O)[C@@H]2C(=O)N(Cc3ccccc3)C(=O)[C@@H]21	i	-3
C=CC[C@@H](CC(=O)N(CCO)Cc1ccccc1)C(=O)N[C@H](COC(=O)[C@@H](CC=C)CC(=O)OC(C)(C)C)Cc1ccccc1	i	-2
COC(=O)[C@@]1(Cc2ccccc2)[C@H]2C(=O)N(Cc3ccccc3)C(=O)[C@H]2[C@H]2CN=C(SCc3ccc(Cl)cc3)N21	i	2

New compounds follow.
SMILES	KCNK3 inh	DYRK1A inh
Cc1c(Cl)cccc1NC(=O)C1CC(=O)N(C2CCCC2)C1 (stereo not given)	i	-8
CC[C@]1(C(=O)OC)[C@H]2C(=O)N(C)C(=O)[C@H]2[C@H]2CN=C(SCc3ccc(Cl)cc3)N21	i	-2
COc1ccc(NC(=O)N(C)C[C@H]2Oc3ccc(NC(=O)C4CC4)cc3CC(=O)N([C@@H](C)CO)C[C@@H]2C)cc1	i	2
Cc1ccc(S(=O)(=O)N2[C@@H](c3ccc(Cl)c(Cl)c3)C(C(=O)O)=C[C@H]2CC2CCCC2)cc1	i	-4
CC[C@]12c3[nH]c4cc(CCC(=O)N(C)C)ccc4c3CCN1C(=O)[C@@H](CC(=O)NCc1ccc(OC)c(OC)c1)C[C@@H]2C(=O)N1CCN(C(=O)c2ccco2)CC1	i	-15
COC(=O)[C@@]1(Cc2ccccc2)[C@H]2C(=O)N(Cc3ccccc3)C(=O)[C@H]2[C@H]2CN=C(SC)N21	i	-1
CCCCN1CCC(=O)C(C(=O)OCC)=C1C(=O)OCC	i	1

Entries from the list above with an aryl methoxy group (14):
SMILES	KCNK3 inh	DYRK1A inh
COc1ccc2[nH]c3c(c2c1)CCN1C(=O)C(CC(=O)NCCN2CCOCC2)C[C@H](C(=O)N2CCCCC2)[C@@]31CCc1ccccc1 (stereo not given in full)	i	-12
COc1ccc(C2CC(=O)Oc3ccc(OC)cc32)cc1 (stereo not given)	i	6
COc1ccc2[nH]c3c(c2c1)CCN1C(=O)C(CC(=O)NCCCn2ccnc2)C[C@H](C(=O)N2CCCCC2)[C@@]31CCc1ccccc1 (stereo not given in full)	i	-3
COC(=O)[C@]1(Cc2ccccc2)N[C@H](CN(C)C(=O)Nc2ccc(OC)cc2)[C@@H]2C(=O)N(C)C(=O)[C@@H]21	i	-2
COc1cc(OC)c2c(-c3cccc(-c4ccc(CO)cc4)c3)cc(=O)oc2c1	i	-2
COc1cccc(CC(=O)Nc2ccc(F)c(S(=O)(=O)N3CCOCC3)c2)c1	i	1
CCN1Cc2c(cc(OC)c(OC)c2OC)-c2ccccc2S1(=O)=O	i	2
COc1ccc(/C=C/c2c(-c3ccc(OC)cc3)sc3cc(OC)c(OC)cc23)cc1	i	-2
CCN(CC)C(=O)[C@H]1CC(CC(=O)NC(C)(C)C)C(=O)N2CCc3c([nH]c4ccc(OC)cc34)[C@]12C (stereo not given in full)	i	5
CC[C@]12c3[nH]c4ccc(OC)cc4c3CCN1C(=O)C(CC(=O)NCCN1CCOCC1)C[C@@H]2C(=O)N1CCN(C(=O)c2ccco2)CC1 (stereo not given in full)	i	0
COc1cc(NC(=O)COC(=O)C2CC(O)CN2S(=O)(=O)c2ccc(Cl)cc2)c(C)cc1[N+](=O)[O-] (stereo not given)	i	-9
COc1cccc(C(=O)c2c(-c3ccccc3)ncc3cc(OC)c(OC)cc23)c1	i	3
COc1ccc(NC(=O)N(C)C[C@H]2Oc3ccc(NC(=O)C4CC4)cc3CC(=O)N([C@@H](C)CO)C[C@@H]2C)cc1	i	2
CC[C@]12c3[nH]c4cc(CCC(=O)N(C)C)ccc4c3CCN1C(=O)[C@@H](CC(=O)NCc1ccc(OC)c(OC)c1)C[C@@H]2C(=O)N1CCN(C(=O)c2ccco2)CC1	i	-15

High-throughput results: PubChem, several laboratories
